PAFAH1B3 inh: inhibitors of human PAFAH1B3; Q15102; recombinant PAFAH1B3, FP-rhodamine probe, fluorescence polarization; inhibition, % at 3.39 µM; 340,000 tested, 0.28% active; AID 492972;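 active = inhibition above the screen-wide average of all tested compounds plus 3 SD, cut at about 25% in these data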;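 also: 0% = enzyme with DMSO only and 100% = wells lacking PAFAH1B3 protein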
Target sequence (Q15102 whole entry, looked up): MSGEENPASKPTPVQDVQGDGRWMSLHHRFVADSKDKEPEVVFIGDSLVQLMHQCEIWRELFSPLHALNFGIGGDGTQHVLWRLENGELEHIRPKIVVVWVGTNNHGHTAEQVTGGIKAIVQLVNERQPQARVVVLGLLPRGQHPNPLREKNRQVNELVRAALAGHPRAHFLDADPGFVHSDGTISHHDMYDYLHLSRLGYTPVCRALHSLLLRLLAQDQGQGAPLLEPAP
EBNA-1 inh: blocks EBNA-1 binding to DNA; 300,000 tested, 0.34% active; AID 1950; inhibition, % at 14.8 µM; EBNA-1 DNA binding, fluorescence polarization; in the data active = inhibition above about 28%
ZTA counter: blocks Epstein-Barr virus ZTA, an EBNA-1 counter-screen; P03206; ZTA-DNA binding, fluorescence polarization; inhibition, % at 11 µM; 320,000 tested, 0.15% active; AID 2234; in the data active = inhibition above about 33%
Target sequence (P03206 whole entry, looked up): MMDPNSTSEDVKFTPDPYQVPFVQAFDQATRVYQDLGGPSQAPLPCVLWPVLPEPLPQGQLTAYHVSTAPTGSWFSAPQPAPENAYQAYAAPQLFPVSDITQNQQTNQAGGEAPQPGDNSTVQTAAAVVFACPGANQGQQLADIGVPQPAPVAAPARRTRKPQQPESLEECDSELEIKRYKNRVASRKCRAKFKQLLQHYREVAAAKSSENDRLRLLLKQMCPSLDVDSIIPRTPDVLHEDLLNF
LYPLA1 inh: blocks human lysophospholipase 1, a PME1 counter-screen; O75608; recombinant LYPLA1, FP-Rh probe fluorescence polarization; inhibition, % at 5.9 µM; 320,000 tested, 0.16% active; AID 2174;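 active = inhibition above the mean of all tested compounds plus 3 SD, set per campaign, cut at about 14% in these data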;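 also: inhibitors block serine hydrolase probe labeling of LYPLA1 so polarization falls; 0% = enzyme with DMSO and 100% = wells lacking LYPLA1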
Target sequence (O75608 whole entry, looked up): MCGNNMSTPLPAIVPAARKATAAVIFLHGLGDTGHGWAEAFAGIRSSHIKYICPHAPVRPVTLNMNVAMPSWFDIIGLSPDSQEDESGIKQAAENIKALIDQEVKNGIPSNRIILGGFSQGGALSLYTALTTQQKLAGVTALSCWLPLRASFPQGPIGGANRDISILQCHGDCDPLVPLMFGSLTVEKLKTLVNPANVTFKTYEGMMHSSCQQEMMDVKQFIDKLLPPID
GSTO1 counter: GSTO1 inhibition, counter-screen for RBBP9 inhibitors; 300,000 tested, 1.1% active; inhibition, % at 5.96 µM; recombinant GSTO1, activity-based probe fluorescence polarization; P78417;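 active = inhibition above the campaign mean inhibition plus 3 SD, cut at about 35% in these data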;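 also: 0% = GSTO1-1 with DMSO and 100% = wells lacking GSTO1-1 enzyme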
Target sequence (P78417 whole entry, looked up): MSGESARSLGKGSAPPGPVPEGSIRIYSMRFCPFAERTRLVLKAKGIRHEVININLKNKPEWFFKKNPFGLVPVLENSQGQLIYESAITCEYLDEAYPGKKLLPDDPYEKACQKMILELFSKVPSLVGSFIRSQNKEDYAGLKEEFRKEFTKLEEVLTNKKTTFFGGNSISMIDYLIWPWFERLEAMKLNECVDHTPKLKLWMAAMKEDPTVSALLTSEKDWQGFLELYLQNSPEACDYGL
PAD4 inh: blocks human protein arginine deiminase 4; Q9UM07; recombinant PAD4, RCA probe fluorescence polarization; inhibition, % at 6.36 µM; 330,000 tested, 0.41% active; AID 485272;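 active = percent inhibition above a cutoff equal to the mean of all tested compounds plus 3 SD, cut at about 15% in these data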;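 also: 0% = PAD4 with RCA probe and DMSO and 100% = probe without PAD4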
PREPL inh: inhibits the human prolyl oligopeptidase-like enzyme. 320,000 tested, 0.68% active. inhibition, % at 5.96 µM. Q4J6C6. recombinant PREPL, fluorescence polarization activity-based probe; in the data active = inhibition above about 43%;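 also: 0% = enzyme with DMSO and 100% = wells lacking enzyme; many of its hits are not listed in these tables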
LYPLA2 inh: blocks human lysophospholipase 2, a PME1 counter-screen; recombinant LYPLA2, FP-Rh probe fluorescence polarization; 320,000 tested, 0.38% active; AID 2177; inhibition, % at 5.9 µM; O95372;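 active = inhibition above the screen-wide mean plus 3 SD, limit set per campaign, cut at about 26% in these data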;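 also: 0% = LYPLA2 with DMSO and 100% = wells lacking LYPLA2 enzyme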
PAFAH2 inh: inhibitors of human PAFAH2. inhibition, % at 3.39 µM. recombinant PAFAH2, FP-rhodamine activity probe, fluorescence polarization. AID 492956. 340,000 tested, 0.99% active. Q99487;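 active = inhibition above the mean over all tested compounds plus 3 SD, cut at about 30% in these data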;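 also: inhibitors block probe labeling of enzyme so polarization drops; 0% = enzyme with DMSO and 100% = wells lacking PAFAH2 protein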
The depositor's hits bear a star; nt = not tested or not shown.

SMILES	PAFAH1B3 inh	EBNA-1 inh	ZTA counter	LYPLA1 inh	GSTO1 counter	PAD4 inh	PREPL inh	LYPLA2 inh	PAFAH2 inh
CCc1cc(-c2n[nH]c(=S)n2-c2cccc(C)c2)cs1	-2	8	7	-2	-2	2	5	0	-5
CC(=O)Nc1cccc(NC(=O)CSc2ncc(C(=O)Nc3ccc(F)cc3)c(=O)n2C)c1	4	1	2	2	3	5	-31	-6	-3
Fc1cccc(CSc2ccc3nnc(-c4cccnc4)n3n2)c1	6	6	-2	-4	0	0	11	3	9
Cc1cccc(-n2c(O)cnc2Nc2nc(C)cc(C)n2)c1	nt	-16	-3	-1	-8	-9	15	-3	nt
CC(=O)Nc1ccc(NC(=O)CCSCCc2ccccn2)cc1	1	-4	14	6	-10	9	0	-3	-1
O=C(Nc1ccccc1O)c1c(O)c2c([nH]c1=O)CCCC2	15	14	12	-9	-75	1	11	-14	4
Cc1ccc(CNC(=O)CCS(=O)(=O)c2ccc(Br)s2)o1	-3	8	-7	-1	-4	0	19	1	-1
Cc1ccc(C2C(C#N)=C(N)Oc3c2oc(CO)cc3=O)o1 (stereo unspecified)	13	-6	16	0	14	1	11	-10	10
CCCC1OC23CCCCC2C(C#N)(C(=N)O3)C1(C#N)C#N (stereo unspecified)	21	2	-14	4	6	17*	3	6	30*
O=C(c1ccc2c(=O)n3c(nc2c1)CCC3)N1CCN(S(=O)(=O)c2cccc(F)c2)CC1	2	4	-19	0	8	-3	-2	2	-4
CC(=O)Nc1ncc(Cc2cccc(Cl)c2Cl)s1	-1	13	-16	-3	9	0	10	-3	13
O=C(OCc1nnc(-c2ccccc2)o1)c1ccc2c(c1)OCO2	-3	-4	-17	0	0	3	3	5	58*
FC(F)(F)c1ccc(Oc2ccccc2Cl)nc1	10	11	-15	-1	6	4	-3	2	-10
COc1ccc(OC)c(N2C(=O)[C@@H]3C(c4ccccc4Cl)=NO[C@@H]3C2=O)c1	6	9	-4	-3	37*	-10	9	-3	21
CN1C(=O)C(O)(C2COC(C)(C)CC2=O)c2cc(Br)ccc21 (stereo unspecified)	1	-9	-10	-2	30	0	2	0	-2
CCCOC(=O)Nc1ccccc1C(N)=O	7	-8	1	8	-9	-2	11	4	3
Cc1ccc(N=Cc2c(O)cc(C)oc2=O)c(C)c1	0	4	-6	-1	-2	1	11	-2	1
CCC1CCCCN1CCCNC(=O)c1cc2c(=O)[nH]c3ccccc3c2n1C (stereo unspecified)	10	-13	2	-3	0	-4	-30	1	8
CCSc1nc2c(c(=O)[nH]1)C(c1cccnc1)C(C(=O)OC)=C(C)N2 (stereo unspecified)	0	-8	2	2	-12	-7	27	-1	-1
O=C(NCc1ccccc1Cl)C1CCC(=O)N1Cc1ccc(F)cc1 (stereo unspecified)	17	-6	-14	0	4	3	-11	-1	-6
O=C(NNc1cccc(Cl)n1)Nc1ccccc1F	4	5	0	3	-10	1	0	10	-8
CCOc1ccc(NS(=O)(=O)c2ccc(C(=O)N3CCCC(C)C3)cc2)cc1 (stereo unspecified)	8	-10	-20	4	1	0	-10	-2	-1
CCOC(=O)Cn1nc(C)n(-c2ccc(F)cc2)c1=O	7	-7	-3	0	-9	-1	-8	-4	-8
COCCCNc1nc2ccccc2nc1NS(=O)(=O)c1ccc(Cl)cc1	4	8	-6	0	3	-2	-2	4	3
COC(=O)NNC(=S)Nc1ccc(Br)cc1	6	-10	-18	-1	7	-1	-4	-5	1
NC(=O)Cn1c(=O)oc2ccccc21	-1	-4	-7	2	6	-3	5	-9	-4
COc1c2c(cc3ccc(=O)oc13)CCO2	4	-3	5	4	-8	-3	6	3	2
CC(C)(C)NC(=O)CCCCCCCC(=O)NC(C)(C)C	9	-1	-2	4	4	0	1	1	-5
CCN(Cc1nc2cc(Cl)ccc2c(=O)[nH]1)C(=O)c1nn(C)c(=O)c2ccccc12	0	nt	-6	-1	nt	0	16	4	2
CCOC(=O)Nc1cc2c(cc1C(C)=O)OCO2	-8	7	11	3	6	-4	3	-1	-8
Cc1cccc(C(=O)c2c(N)sc3c2CCC(C)C3)c1 (stereo unspecified)	9	2	-5	-2	4	-3	-3	-1	10
O=c1c2c3c(sc2nc2n1N=C(c1cccs1)CS2)CCCC3	9	-11	-3	-1	7	-4	9	-4	5
Cc1nn2c(-c3cccc(NC(=O)CSc4nc5ccccc5o4)c3)nnc2c2ccccc12	-30	4	26	-29	10	4	-35	-54	-80
O=C1CCC(C(=O)N2CCSCC2)CN1CCc1cccc(F)c1 (stereo unspecified)	1	1	-5	-4	5	3	3	2	6
CCNC(=S)N(CCN(C)C)Cc1cc2cc3c(cc2[nH]c1=O)OCO3	4	1	9	-1	6	-3	14	0	2
CC(=O)c1ccc2noc(-c3ccc(F)cc3)c2c1	11	0	-8	-2	8	0	8	4	6
CN(Cc1nc2ccccc2n1C)C(=O)c1cccs1	-1	-5	-6	0	3	-3	4	0	1
CCOC(=O)c1nnn2c3ccccc3c(=O)n(C)c12	nt	10	3	2	8	3	0	11	nt
CCOC(=O)N1CCC(N2Cc3cccc(C(=O)Nc4cccc(F)c4)c3C2=O)CC1	-1	13	23	-4	0	-3	8	-3	9
N[C@@H]1CONC1=O	nt	1	8	-3	8	-4	2	3	nt

Filtered by structure: those above with an aryl methoxy group
SMILES	PAFAH1B3 inh	EBNA-1 inh	ZTA counter	LYPLA1 inh	GSTO1 counter	PAD4 inh	PREPL inh	LYPLA2 inh	PAFAH2 inh
COc1ccc(OC)c(N2C(=O)[C@@H]3C(c4ccccc4Cl)=NO[C@@H]3C2=O)c1	6	9	-4	-3	37*	-10	9	-3	21
COc1c2c(cc3ccc(=O)oc13)CCO2	4	-3	5	4	-8	-3	6	3	2

More entries
SMILES	PAFAH1B3 inh	EBNA-1 inh	ZTA counter	LYPLA1 inh	GSTO1 counter	PAD4 inh	PREPL inh	LYPLA2 inh	PAFAH2 inh
CCCc1nn2c(=O)c(C(c3ccc(C)cc3)c3c(O)nc4sc(CCC)nn4c3=O)c(O)nc2s1	15	-2	-5	1	-8	-6	15	-1	8
CCOc1ccc(NC(=O)CN(C)C(=O)Cn2cnc3c2c(=O)n(C)c(=O)n3C)cc1OCC	3	11	8	2	-4	-1	0	7	-3
COCCOC(=O)c1c(C)oc2ccc(OC(=O)c3ccc4c(c3)OCO4)cc12	4	-14	-17	-3	6	-1	11	11	0
COc1cc(C2C(C#N)=C(N)N(N(C)C)C3=C2C(=O)CCC3)cc(OC)c1OC (stereo unspecified)	11	8	-14	2	6	-3	26	10	-1
O=c1cc(CSc2nnc(COc3ccccc3)o2)c2ccccc2[nH]1	-7	-1	-5	-4	-8	-2	-7	2	-1
Nc1ccc(SC(F)(F)F)cc1C(=O)c1ccccc1	-7	4	5	-4	4	-5	-7	2	-2
O=C(CCC(=O)OCC(=O)c1cccc([N+](=O)[O-])c1)NC1CCCCC1	9	4	-2	-3	7	1	-2	-9	1
Cc1ccc(NC(=O)COC(=O)c2c(C)nn(-c3ccccc3)c2C)cc1	1	nt	-7	-3	nt	1	0	4	19
CCC(Oc1ccccc1)C(=O)N1CC(C)CC(C)C1 (stereo unspecified)	8	2	7	-2	5	-4	-4	0	3
c1ccc(-c2ccc(-c3nc(-c4ccccn4)no3)cc2)cc1	7	4	-1	-12	-6	-10	-27	-18	2
CC(=O)N1CCOc2ccc(S(=O)(=O)N(C)c3cccc(C)c3)cc21	2	9	-27	2	4	0	11	0	-5
Clc1ccc(Nc2ccc(Cl)nn2)cc1	nt	12	2	-2	-5	-2	-25	-5	nt
O=c1c2c3c(sc2nc2n1CCCCC2)CCC3	4	1	4	0	15	-1	-3	0	10
COc1ccccc1C(=O)N1CCN(C(=O)COc2cccc(C)c2)CC1	-1	9	0	9	3	6	8	5	4
O=C(CCN1C(=O)/C(=C/C=C/c2ccccc2)SC1=S)Nc1cccnc1	-10	3	28	-6	9	-2	7	-8	-5
COc1ccc(N=N/C(=C\O)C(=O)c2cccs2)cc1	5	1	15	6	-1	0	14	0	7
Fc1ccc(/C=N\Nc2cccc(F)c2)cc1	3	1	4	0	1	1	-4	-1	2
O=C(CCCn1ncn2c(cc3occc32)c1=O)N1CCc2ccccc2C1	-8	-7	-2	2	12	0	-6	6	3
O=C(COC(=O)c1nc(Cl)ccc1Cl)NCc1ccccc1	1	-1	-14	0	4	-1	-3	1	-4
OCC1(CCOc2ccccc2)CCN(Cc2ccc3cccc(F)c3n2)CC1	9	-7	5	4	-1	-7	-45	17	-9

The list goes on, starting with the last 2 of the part before.
SMILES	PAFAH1B3 inh	EBNA-1 inh	ZTA counter	LYPLA1 inh	GSTO1 counter	PAD4 inh	PREPL inh	LYPLA2 inh	PAFAH2 inh
O=C(COC(=O)c1nc(Cl)ccc1Cl)NCc1ccccc1	1	-1	-14	0	4	-1	-3	1	-4
OCC1(CCOc2ccccc2)CCN(Cc2ccc3cccc(F)c3n2)CC1	9	-7	5	4	-1	-7	-45	17	-9
CC(=O)c1ccc(N2CCN(CC(O)COC(c3ccccc3)c3ccccc3)CC2)cc1 (stereo unspecified)	-2	-5	-17	6	5	-4	15	9	6
O=C(c1cccc(F)c1)N1CCN(C2CCCCC2)CC1	1	-2	5	1	-4	0	19	6	-2
CCCn1nnnc1NCc1ccc(OC)cc1	9	-9	-6	0	9	-5	2	4	1
CCCCN(C(=O)c1cc(=O)[nH]c2ccccc12)c1c(N)n(CCCC)c(=O)[nH]c1=O	11	-4	12	2	-9	-5	9	-2	-1
Cc1ccccc1NC(=O)Cc1nc(COC(=O)CSc2ccccc2)cs1	0	-1	-6	-2	-1	0	-1	-1	-4
CCCNC(=O)/C(C#N)=C1\N=C(NC(=O)c2ccco2)c2ccccc21	3	-14	1	-1	-9	0	13	2	5
CC(OC(=O)c1ccc2c(c1)S(=O)(=O)c1ccccc1C2=O)C(N)=O (stereo unspecified)	3	4	-3	3	8	-1	3	-8	5
COc1ccc(NC(=O)CSc2nnc(-c3ccccc3)n2Cc2ccco2)c(OC)c1	8	5	10	2	2	-2	-5	1	4
Cc1ccc(/C=C2\SC(=S)N(C(Cc3ccccc3)C(=O)O)C2=O)cc1 (stereo unspecified)	7	10	19	1	-5	-3	4	-1	14
Cn1c(C(=O)NCc2cccnc2)cc2sc(Cl)cc21	11	0	13	-3	-1	1	5	-2	-2
COc1ccc(CN(C(=O)c2cccs2)C(C(=O)NC2CCCCC2)c2ccc3ncccc3c2)cc1 (stereo unspecified)	1	6	-16	-3	12	-7	2	-1	0
CC(=O)Nc1ccc(CN2CCN(CC=C(C)C)C(CCO)C2)cc1 (stereo unspecified)	4	-2	-4	3	17	0	-8	1	-1
CCC(C)NC(=O)c1cnn2c1NC(c1ccc3c(c1)OCO3)CC2C(F)(F)F (stereo unspecified)	9	5	5	0	-4	2	9	6	5
O=C(CCNc1cccc(F)c1)c1cc2ccccc2o1	1	11	11	3	-20	0	4	-4	-2
CCC(=O)N1CCC2(CC1)Oc1ccc(F)cc1C(=O)C21CC(c2cccnc2)=NO1 (stereo unspecified)	15	9	0	0	0	3	4	6	0
Cc1noc(C)c1S(=O)(=O)Nc1ccc2c(c1)C(=O)N([C@H](C)CO)C[C@H](C)[C@@H](CN(C)C(=O)Nc1ccc(C(F)(F)F)cc1)O2	6	nt	nt	nt	nt	-4	55*	nt	3
Cc1ccc(OCC(=O)NCCCNC(=O)c2ccco2)cc1	4	9	0	2	7	3	-4	1	-2
CC(=O)Nc1ccc(C(=O)NCC(=O)OCc2ccccc2F)cc1	7	-2	-1	3	-3	-3	5	1	8
CCOC(=O)c1c(NC(=O)C(Sc2ccccc2)c2ccccc2)sc(C(N)=O)c1C (stereo unspecified)	3	13	16	-3	-6	-4	-7	-5	-3
Cc1nnc(SCC(=O)NC(=O)NCc2ccco2)n1Cc1ccccc1	5	1	0	-3	9	-4	8	-4	3
C=CCn1c(SCC(=O)N2CCOCC2)nc2sc(C)c(C)c2c1=O	-5	-8	-9	0	5	0	12	1	-7

High-throughput results (PubChem)

Not all compounds are listed, so the mix of outcomes need not match the whole.
